# V1R ag counter: activates human V1a receptor in oxytocin agonist counter-screen; CHO-V1R cells, Fluo-8 calcium fluorescence, agonist mode; 0% DMSO, 100% 3 nM vasopressin; activation, % at 3 µM; 0.25% of 320,000 active; P37288; AID 2797;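 active = activation above the mean activation of all tested compounds plus 3 SD, per screening run, cut at about 20% in these data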;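 note: signal is peak over basal fluorescence ratio across a 100 second FLIPR read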
# Target sequence (P37288 whole entry, looked up): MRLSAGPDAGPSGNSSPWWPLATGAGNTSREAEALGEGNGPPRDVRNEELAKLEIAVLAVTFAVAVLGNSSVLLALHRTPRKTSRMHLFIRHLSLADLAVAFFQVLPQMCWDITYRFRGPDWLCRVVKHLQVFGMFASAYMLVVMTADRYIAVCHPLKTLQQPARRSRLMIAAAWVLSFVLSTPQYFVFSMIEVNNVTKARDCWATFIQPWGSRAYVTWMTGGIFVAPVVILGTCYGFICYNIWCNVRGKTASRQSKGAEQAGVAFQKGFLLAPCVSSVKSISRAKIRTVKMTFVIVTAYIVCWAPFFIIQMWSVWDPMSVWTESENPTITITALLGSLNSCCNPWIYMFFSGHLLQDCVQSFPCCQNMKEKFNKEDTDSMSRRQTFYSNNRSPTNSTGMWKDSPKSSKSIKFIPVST
# TAAR1 agonist: human TAAR1 agonism | CHO RD-HGA16 TAAR1, Fluo-8 calcium fluorescence; vehicle wells 0%, saturating PEA agonist 100% | activation, % at 3 µM | 0.99% of 360,000 active;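 active = activation above the mean activation of all test compounds in the run plus 3 SD, cut at about 38% in these data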
#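 Test system: RD-HGA16 (CHO) cells co-expressing Gα16 and hTAAR1; dosing: one-point dosing at 3 µM (nominal); timing: 17-24 h seeding, 75 min 37 °C dye, 30 min RT; signal: kinetic Fluo-8 calcium fluorescence; read-out basis: % activation relative to PEA EC100 response; controls: DMSO and PEA EC100; replicates: n 1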
# CHO parental Ca: counter-screen for OX1R antagonists: effect in parental CHO cells. parental CHO-K1, ATP-induced calcium, Fluo-8 fluorescence. inhibition, % at 5.6 µM. 0.63% of 330,000 active;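 active = inhibition above that plate's mean sample inhibition plus 3 SD, cut at about 26% in these data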;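 note: 0% = ATP-challenged DMSO wells and 100% = DMSO wells without ATP; some compounds past the cut are filed as inactive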
#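 Material: Parental CHO cells | Reagent: ATP | Compound dosing: Single nominal dose of 5.6 µM per compound | Detection: Intracellular calcium via Fluo-8 no-wash fluorescent dye | Read-out: % inhibition of ATP-induced calcium mobilization | Benchmarks: Low control ATP plus DMSO, high control DMSO only | Replicates: Singlicate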
# M1 ag: activates human CHRM1 receptor; P11229; CHO-K1 hM1, Fluo-8 calcium fluorescence, agonist mode; 0% DMSO, 100% acetylcholine EC100; 0.33% of 360,000 active; AID 588814; activation, % at 3 µM;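 active = activation above the run's mean compound activation plus 3 SD, cut at about 16% in these data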;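 note: peak over basal fluorescence ratio within a 140 s kinetic read after compound addition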
# Target sequence (P11229 whole entry, looked up): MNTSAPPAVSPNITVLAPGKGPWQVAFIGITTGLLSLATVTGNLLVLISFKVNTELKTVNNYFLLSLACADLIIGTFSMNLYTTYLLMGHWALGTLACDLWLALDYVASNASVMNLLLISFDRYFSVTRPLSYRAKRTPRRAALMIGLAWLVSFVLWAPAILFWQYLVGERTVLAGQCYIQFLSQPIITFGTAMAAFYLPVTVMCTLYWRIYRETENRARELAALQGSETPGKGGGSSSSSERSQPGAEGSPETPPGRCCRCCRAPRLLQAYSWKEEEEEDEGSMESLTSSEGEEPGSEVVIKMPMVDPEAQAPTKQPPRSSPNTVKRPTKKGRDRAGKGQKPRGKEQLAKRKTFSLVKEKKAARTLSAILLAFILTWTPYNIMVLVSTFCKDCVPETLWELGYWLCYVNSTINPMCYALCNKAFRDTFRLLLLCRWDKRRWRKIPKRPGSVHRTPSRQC
# CHRM1 antagonist: human CHRM1 antagonism | P11229 | CHO-K1 hM1, Fluo-8 calcium fluorescence, ACh EC80 antagonist | inhibition, % at 3 µM | 1.3% of 360,000 active | AID 588852;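 active = percent inhibition above its own plate's cutoff, namely the mean of that plate's compound wells plus 3 SD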;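 note: peak over basal fluorescence ratio during 140 s after agonist addition; 0% = ACh EC80 plus DMSO and 100% = DMSO alone without agonist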
# OXTR potentiate: human OXTR potentiation; P30559; activation, % at 3 µM; CHO-OTR cells, Fluo-8 calcium fluorescence, potentiator mode; 0% = oxytocin EC15, 100% = EC100; 0.061% of 320,000 active; AID 2445;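 active = activation above that plate's cutoff, the mean activation of tested compounds plus 3 SD, cut at about 6.6% in these data, passing the limit was not always enough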;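 note: 100% uses oxytocin at 75 nM as the full agonist control; some results filed as inactive read as strong as hits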
#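 System: human OTR in CHO cells / Also added: sub-maximal oxytocin, roughly EC15 / Control set: EC15 oxytocin low, 75 nM oxytocin high / Schedule: 6 min compound pre-incubation at room temperature, 100 s kinetic read / Compound: single-point 3.0 µM / Replication: singlicate / Technique: Fluo-8 calcium dye fluorescence / Read-out basis: % activation of max/min ratio relative to oxytocin controls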
# OXTR ag: human OXTR agonism; P30559; CHO-OTR cells, Fluo-8 calcium fluorescence; normalized: DMSO 0%, oxytocin 100%; activation, % at 3 µM; 0.32% of 320,000 active;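 active = activation above the mean of all tested compounds plus 3 SD, cutoff set per screening run, cut at about 20% in these data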;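 note: peak over basal fluorescence ratio from a 100 s FLIPR kinetic read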
# M1 PAM: positive allosteric modulators of human M1 muscarinic receptor | AID 588819 | 0.088% of 360,000 active | activation, % at 3 µM | CHO-K1 hM1, Fluo-8 calcium fluorescence, ACh EC20; 0% = ACh EC20, 100% = maximal ACh; in the data active = activation above about 19%, passing the limit was not always enough
# TAAR1 antag: human TAAR1 antagonism. inhibition, % at 3 µM. CHO RD-HGA16 TAAR1, Fluo-8 calcium fluorescence, antagonist. 1.5% of 360,000 active;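 active = inhibition above a per-plate cutoff, the mean inhibition of test compounds on that plate plus 3 SD, cut at about 49% in these data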;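 note: 0% = DMSO plus EC80 beta-PEA response and 100% = DMSO alone without agonist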
#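 System: CHO RD-HGA16 cells bearing hTAAR1. Reagent: EC80 β-phenethylamine stimulus. Schedule: seeding 17-24 h prior, 75-min 37 °C, 30-min RT dye loading. Signal: Fluo-8 intracellular calcium dye fluorescence, real-time kinetic reads. Read-out: % inhibition from peak post-agonist over basal fluorescence ratio. Benchmarks: vehicle wells and EC80 agonist wells. Replicates: n of 1.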
# * hit, by the source's call; x = not tested or not shown. Compounds as they come, and some 3.7% of all compounds hit somewhere here.
Structure,TAAR1 agonist,TAAR1 antag,M1 PAM,OXTR ag,CHRM1 antagonist,V1R ag counter,OXTR potentiate,M1 ag,CHO parental Ca
CSC1=NCCN1C(=O)c1ccc(S(=O)(=O)N2CCOCC2)cc1,0,-8,4,1.0,-8,0.6,-2,-2,-3
CCN(CC)C(=O)c1ccc2nc3ccccc3nc2c1,5,-4,16,-0.6,-6,0.2,-3,-8,-6
CCN(CCO)c1ccc(Nc2cc(-c3ccc(-c4ccccc4)cc3)ncn2)cc1,2,40,0,x,0,x,x,-2,x
CCOC(=O)CSc1nc2ccccc2n2cnnc12,3,2,9,-0.1,-16,-0.5,-3,-7,2
COC(=O)c1ccc(CSc2nc3ccccc3[nH]2)o1,10,-5,5,1.1,-19,9.3,-9,-4,-19
COc1ccc(C(=O)NC2CCN(CC(=O)NCc3ccccc3)CC2)cc1,4,-15,8,0.8,-11,0.3,1,0,-5
Cc1ccc(N=CC2=C(O)CC(C)(C)CC2=O)nc1,5,15,4,0.0,-2,0.8,-15,-3,12
FC(F)(F)c1ccnc(N2CCN(Cc3cnc(-c4ccccc4)[nH]3)CC2)c1,2,8,-4,7.0,8,2.0,-8,-5,-24
COC(=O)C(CC(=O)c1ccc(Cl)cc1)c1ccc(C)cc1 (configuration not stated),7,15,33*,-1.6,5,-0.3,-17,-5,-26
COc1ccc(C2(CNC(=O)/C=C/c3ccco3)CCCC2)cc1OC,4,-5,-7,-0.5,1,-0.1,2,-3,-18
O=C(c1ccc2oc(CCCc3ccccc3)nc2c1)N1CCCCC1CO (configuration not stated),5,-10,6,x,-8,x,x,-2,x
CCOC(=O)N1CCN(c2nc3ccccc3nc2C(C#N)S(=O)(=O)c2ccc(C)cc2)CC1 (configuration not stated),3,17,-5,-0.2,7,-0.4,-5,-3,-16
C=CCn1c(SCC(=O)C23CC4CC(CC(C4)C2)C3)nc(O)cc1=O,0,-26,15,-0.4,-7,0.3,-8,0,-10
COc1ccc(-n2c(=O)c3ccccc3n(CC(=O)NC3CCCC3)c2=O)cc1,1,9,-3,0.8,5,0.9,-2,-2,-16
CCCCCc1nc2c(=O)[nH]c3ccccc3c2o1,3,-5,1,-2.0,11,-0.3,-8,-2,-11
CC1CCN(S(=O)(=O)Cc2ccccc2Cl)CC1,0,5,1,-1.2,-18,-2.0,3,-3,-8
Cc1ccccc1Oc1nc2ccccc2n2cnnc12,2,-5,6,-0.3,7,-0.1,-10,-3,-5
COC(C(=O)Nc1cccc(F)c1)c1ccccc1 (configuration not stated),4,-4,12,-0.7,-18,-1.1,-4,-3,7
O=C(/C(Cl)=C/Nc1ccc(Br)cn1)C(F)(F)F,7,11,13,-0.5,-9,0.1,-6,-7,0
COC(=O)[C@H](Cc1ccccc1)NS(=O)(=O)N[C@@H](Cc1ccccc1)C(=O)OC,4,-15,6,3.2,-4,1.6,-7,1,-5

Structure,TAAR1 agonist,TAAR1 antag,M1 PAM,OXTR ag,CHRM1 antagonist,V1R ag counter,OXTR potentiate,M1 ag,CHO parental Ca
Cc1ccc(NS(=O)(=O)c2ccc3c(c2)c(=O)n(C)c(=O)n3C)cc1F,25,1,4,4.5,-24,5.1,-6,0,-2
COc1cc(NC(=O)c2c3c(nc4ccccc24)CCC3)cc(OC)c1,12,4,5,-0.4,-8,-0.1,-4,-3,-21
Fc1cccc(CCN2CCNC[C@@H]2CC2CCCCC2)c1,39*,7,-3,5.9,6,1.7,-4,2,-15
Cc1ccc(C(=O)COC(=O)CCS(=O)(=O)c2ccccc2)cc1[N+](=O)[O-],0,-1,11,0.5,-8,1.4,-5,-4,-10
CCOC(=O)c1c(NC(=O)CC2SC(=NC)N(C)C2=O)sc(C)c1C (configuration not stated),5,-2,13,0.0,-1,-0.6,-6,-4,-20
CC(C)c1c(O)nc(SCC(=O)N2CCCCC2)[nH]c1=O,16,-2,1,0.3,-1,1.8,-9,0,-4
CC(C)(C)NC(=O)COC(=O)c1ccc(Cl)cc1O,2,-12,4,-1.0,-5,1.4,-14,-2,-3
CN(C)S(=O)(=O)n1ccnc1,7,4,2,0.7,-4,1.0,-2,-5,2
COCCn1nnnc1C(c1cccs1)N1CCN(c2cc(C)ccc2C)CC1 (configuration not stated),-3,-2,13,-1.8,-12,-0.9,-5,-1,-17
Cc1ccc2sc(N(CCCN(C)C)C(=O)CCS(=O)(=O)c3ccccc3)nc2c1C,24,5,-6,15,13,24*,-12,-2,-7
Cc1ccc(Nc2cc(=O)[nH]c(=O)[nH]2)cc1Cl,19,18,6,-0.7,-1,0.2,-17,-4,-12
COc1ccc(/C=N/NC(=O)c2cccnc2)cc1O,5,-1,12,0.5,-19,-0.6,-15,-3,5
COc1cc(NC(=O)c2cccc3c(-c4cnn(C)c4)coc23)cc(OC)c1OC,15,54*,-11,x,11,x,x,3,x
CCCCC(O)(c1ccc(F)cc1)C(CN1CCOCC1)c1ccc(Cl)cc1 (configuration not stated),7,-25,-4,-1.3,1,-0.1,1,-7,-37
O=C(CC(=O)c1ccccc1O)c1ccc(F)cc1,32,0,7,-2.6,-25,-1.4,-7,-3,-14
Cc1ccc(-c2c(C(=O)N/N=C/C3CC=CCC3)nnn2-c2nonc2N)cc1 (configuration not stated),4,-21,-7,1.1,19,3.4,-6,-3,-2
Cc1cccc(C(=O)Nc2ccc(C(=O)/C=C/c3cccnc3)cc2)c1,18,60*,-19,1.8,6,3.4,-2,-2,-7
O=C(COC(=O)c1ccc(Cl)c(S(=O)(=O)N2CCCCCC2)c1)Nc1ccccc1,10,53*,-12,1.3,16,4.3,-8,-9,-10
C=CCn1c(N)cc(=O)nc1SCC(=O)Nc1ccc(C(=O)OC)cc1,0,-11,6,-0.1,-9,0.1,0,-3,-9
COc1ccc(N(C(=O)CCC(=O)Nc2cc(C)on2)C(C(=O)NC2CCCC2)c2ccco2)cc1 (configuration not stated),8,4,6,-2.9,-7,-0.5,-13,-7,-18

Structure,TAAR1 agonist,TAAR1 antag,M1 PAM,OXTR ag,CHRM1 antagonist,V1R ag counter,OXTR potentiate,M1 ag,CHO parental Ca
CC1=NN(C(=O)c2ccc(Cn3ccc([N+](=O)[O-])n3)cc2)C(O)(C(F)(F)F)C1 (configuration not stated),4,-11,7,1.7,-15,0.3,-5,-7,-19
Cc1ccccc1C1NC(=O)Cc2ccccc21 (configuration not stated),11,-3,1,0.1,-2,0.3,-19,-1,3
COc1cc(C(=O)NC2CCN(Cc3ccccc3)CC2)cc(Cl)c1OC(C)C,0,7,9,5.1,-4,2.6,-11,-9,-3
O=C(CCn1cnc(-c2ccccc2)c1-c1ccccc1)N/N=C/c1ccc(O)cc1,10,-4,11,-1.5,1,-0.1,-5,-5,-14
O=C(/C=C/c1cc([N+](=O)[O-])ccc1OC(F)F)Nc1cccc2ccccc12,6,-2,4,-0.7,0,0.9,-1,-9,-3
Cc1ccc(NC(=O)COC(=O)Cc2c[nH]c3ccccc23)cc1C,1,7,16,3.7,2,2.5,-2,6,-14
O=C(NCc1nc2ccccc2[nH]1)c1cccs1,2,-2,2,-0.4,-5,0.2,-4,-2,-7
Cc1[nH]n(-c2ccc([N+](=O)[O-])cc2)c(=O)c1C=NCCc1c(C)[nH]c2ccccc12,1,16,2,-0.9,1,1.8,-12,-6,-14
Cc1c(Cl)cccc1NC(=O)CC1SC(=NCC2CCCO2)NC1=O (configuration not stated),2,-5,4,-0.5,-6,-0.3,3,-6,-6
Cc1onc(-c2ccccc2)c1C(=O)NC(=S)NNC(=O)c1cc(-c2ccc(F)cc2)n[nH]1,1,-6,6,-1.2,-19,-0.1,-2,-7,0
Cc1cc(OCCCCn2ccnc2)cc(C)c1Cl,7,1,-8,0.1,10,0.3,-12,-5,-14
C/C(=N\O)c1ccc2c3ccccc3n(C)c2c1,4,-9,3,-1.0,-3,-1.5,-2,-6,2
CC1CC(=O)Nc2ccccc2N1C(=O)CSc1nnnn1C (configuration not stated),4,-11,4,1.4,0,0.9,-1,-1,-4
O=C(NCc1ccccc1)C(c1ccccc1)N(C(=O)c1csnn1)C1CCCC1 (configuration not stated),2,10,10,1.9,-13,0.2,-5,-3,-19
CCCN(CC(=O)Nc1cc(Cl)ccc1Cl)C(=O)CN1C(=O)C2CCCCC2C1=O (configuration not stated),0,-24,1,-0.2,-2,0.1,-10,-2,-20
CNc1n[nH]c(=S)s1,1,0,3,0.8,1,1.4,-9,-1,-1
O=C(O)c1ccccc1/C=N/Nc1ccc(S(=O)(=O)N2CCOCC2)cc1[N+](=O)[O-],1,-1,6,-0.5,-19,-0.2,-1,-3,-12
COc1ccc(CNCCC(c2ccccc2)C2CCOC(C)(C)C2)cc1 (configuration not stated),4,-15,10,1.9,-9,2.2,-5,-6,5
O=[N+]([O-])c1cccc2ncccc12,1,-26,x,0.3,x,-0.5,0,x,-7
Cc1ccc2c(c1)/C(=N/OC(=O)c1ccc(F)cc1)CCS2,8,19,12,-1.5,-5,-1.6,-1,-5,-11

Structure,TAAR1 agonist,TAAR1 antag,M1 PAM,OXTR ag,CHRM1 antagonist,V1R ag counter,OXTR potentiate,M1 ag,CHO parental Ca
COc1cccc(CNC(=O)CCC2CCCN(C(=O)c3ccc(OC)c(F)c3)C2)c1 (configuration not stated),-1,7,2,0.3,3,-0.9,2,-4,-22
CCc1ccc(S(=O)(=O)/N=C2\C=C(Nc3ccc(O)cc3)C(=O)c3ccccc32)cc1,x,x,-7,-1.9,10,-0.9,-9,-12,-4
CCCCOc1ccc(Cl)cc1CSc1nncn1N,3,0,-3,-0.8,5,1.3,3,-4,-29
Cc1ccc(S(=O)(=O)N2CCCC2)cc1C(=O)NCC(C)(C)N1CCOCC1,-2,-3,3,-0.5,1,0.8,-2,-4,-9
NCCNc1ccc([N+](=O)[O-])c(Sc2nc3ccccc3[nH]2)c1,0,-4,-7,-0.8,7,0.1,-5,-1,-3
CCc1ccc(Nc2n[n+](C)c(-c3ccncc3)s2)cc1,2,9,2,-0.9,-4,-1.2,-8,-6,-13

# Structures listed so far marked active in M1 PAM.
SMILES	M1 PAM	CHRM1 antagonist	OXTR potentiate	M1 ag
COC(=O)C(CC(=O)c1ccc(Cl)cc1)c1ccc(C)cc1 (configuration not stated)	33*	5	-17	-5

# Bioassay records: PubChem BioAssay, The Scripps Research Institute Molecular Screening Center
